Assay outcomes from PubChem.
EphA4 KYL inhibition = inhibitors of EphA4 binding to KYL peptide, primary screen, biochemical, colorimetric, mouse EphA4 (AID 689); EphA4-AP binding to KYL peptide, pNPP A405; higher % means a stronger effect; inhibition, % at 10 µM, or IC50 in µM where a hit was titrated; 62,000 tested, 0.1% active; in the data active = a potency from the dose series; inactive = the rest, 99 in 100 with inhibition below about 22%
* hit, by the source's call; & = joins results of further samples.

SMILES,EphA4 KYL inhibition
COC(=O)c1cc2occc2n1CC(=O)N(C)C1CCCCC1,-7%
CSc1nc2ccc(NC(=O)C3CC(=O)N(Cc4ccccc4)C3)cc2s1 (stereo not drawn),-7%
COc1ccc(C(=O)Nc2ccc(S(=O)(=O)NC(C)=O)cc2)cc1[N+](=O)[O-],2%
CCOc1ccccc1OCCCOc1ccccc1OCC,-10%
CCC(C)c1ccc(Nc2ncccc2C#N)cc1 (stereo not drawn),-12%
COC(=O)CSc1ncc(OC)c(OC)n1,-13%
O=C(Cn1cc2c(n1)CCCC2)Nc1ccccc1Br,6%
Cc1cccc(C)c1NC(=O)CSc1nnnn1-c1ccc(C(=O)O)cc1,-9%
CC(C)C(c1ccc(O)cc1)c1ccc(O)cc1,-7%
Cc1nc(-c2ccccc2)sc1C(=O)Nc1cccc(-c2cn3ccccc3n2)c1,-6%
CC1(C)CC(NS(=O)(=O)c2ccc(S(=O)(=O)N3CCOCC3)cc2)CCO1 (stereo not drawn),-16%
NC(=O)C1CCN(Cc2nc(-c3ccccc3)no2)CC1,-2%
C=CCn1c(SCC(=O)Nc2ccc3c(c2)OCO3)nnc1-c1ccccc1,-3%
COc1ccccc1-c1noc(-c2cccs2)n1,-14%
O=C(OCC(=O)N1CCN(C(=O)c2ccco2)CC1)c1cc(-c2ccco2)nc2ccccc12,-3%
S=c1[nH]nc(CCc2ccccc2)n1Cc1ccccc1,-13%
O=C(O)CCc1nn2c3ccccc3nc2n(CCN2CCCCC2)c1=O,-8%
CCCCNC(=O)C1CCN(S(=O)(=O)c2c(C)noc2/C=C\c2ccc(OC)cc2)CC1,0%
O=C(CCCn1c(=O)c2ccccc2n(Cc2ccccc2)c1=O)NCc1ccco1,-7%
Cc1ccc(C(=O)N/N=C\c2ccc(Br)o2)o1,-14%
Cc1coc2cc3oc(=O)c4c(c3cc12)CCCC4,-6%
CC(C)CNC(=O)CN(C1CCCCC1)S(=O)(=O)c1ccccc1,-12%
S=C(N/N=C/c1ccccc1Cl)Nc1ccccc1,6%
CCCn1c(C)nc2c(c1=O)c1nc3ccccc3nc1n2CCC1=CCCCC1,-3%
COC(=O)C(NC(=O)c1ccccc1)(Nc1nccs1)C(F)(F)F (stereo not drawn),-1%
OC(COCC1COc2ccccc2O1)CN1CCN(c2ccccc2F)CC1 (stereo not drawn),-11%
C=C(Br)Cn1c(C)nc2ccccc21,0%
COc1ccc(C(=O)N/C(=C\c2ccc(-c3cccc([N+](=O)[O-])c3)o2)C(=O)NCc2cccnc2)cc1,10%
CCCCCCNCCn1cnc2c(N)ncnc21,-10%
O=S(=O)(c1ccc(N2CCN(c3ccc(F)cc3)CC2)cc1)N1CCCC1,-12%
CCOc1ccc(C(=O)Nc2ccccc2N2CCCC2)cc1,-1%
CCn1c(SCC(=O)Nc2ccccc2)nnc1-c1ccc(S(=O)(=O)N2CCOCC2)cc1,-5%
CC1(C)CC(=O)C(C=NCCN2CCN(C(=O)c3ccccc3)CC2)=C(O)C1,-8%
Cc1c(C)n(Cc2ccccc2)c2ncnc(N)c12,-12%
Cc1cccc(NC(=O)Cc2ccccc2)c1C,2%
c1ccc(N2CCN(Cc3cn4cccnc4n3)CC2)cc1,-1%
Nc1c(C(=O)NCc2ccco2)nnn1CC(=O)Nc1ccccc1,-1%
COc1ccc2nc(NC(=O)NC34CC5CC(CC(C5)C3)C4)sc2c1,-11%
Clc1ccccc1CSc1nc2ccncc2[nH]1,0%
O=c1c([N+](=O)[O-])cc(C(F)(F)F)cn1Cc1c(Cl)cccc1Cl,-3%
COc1ccc(S(=O)(=O)N2CCN(c3ccc4nnc(-c5ccc(F)cc5)n4n3)CC2)cc1,5%
C=CCCC(=O)Nc1nc(C)c(-c2csc(Nc3ccc(Cl)cc3)n2)s1,4%
Cn1c(=O)c2ncn(CC(=O)Nc3cccc(-c4nc5ccccc5s4)c3)c2n(C)c1=O,5%
CCOC(=O)C1CCN(S(=O)(=O)c2ccc(-n3cnnn3)c(C)c2)CC1,3%
Cc1c(C)c2cc(Cl)c(O)c(CN3CCN(C)CC3)c2oc1=O,5%
C=CCN1C(=O)/C(=C\c2cc(C)n(-c3ccc([N+](=O)[O-])cc3)c2C)SC1=S,0%
COC(=O)c1ccccc1NC(=S)NC(NC(=O)c1ccc(F)cc1)C(Cl)(Cl)Cl (stereo not drawn),-7%
Cc1cccc(C2OC3(C(=O)c4ccccc4C3=O)C3C(=O)N(c4ccccc4Br)C(=O)C23)c1 (stereo not drawn),-11%
COc1ccc(CNc2cccc(SC)c2)c(OC)c1,0%
O=C(NCCc1ccccc1)C1CCN(S(=O)(=O)c2ccccc2)CC1,-42%

Laid out differently: 2 of the compounds above.
SMILES: C=CCCC(=O)Nc1nc(C)c(-c2csc(Nc3ccc(Cl)cc3)n2)s1
  EphA4 KYL inhibition: 4%

SMILES: Cn1c(=O)c2ncn(CC(=O)Nc3cccc(-c4nc5ccccc5s4)c3)c2n(C)c1=O
  EphA4 KYL inhibition: 5%

The listing continues:
SMILES,EphA4 KYL inhibition
COCCCn1c(=O)c2ccccc2c2ccccc2c1=O,4%
COc1ccc(C(=O)NCCn2cc(SCC(=O)NCc3ccco3)c3ccccc32)cc1,-2%
CCCCN(CCNP(=O)(OCC)OCC)CP(=O)(OCC)OCC,-4%
COc1ccc(-n2c(Cc3cccn3C)nnc2SCC(=O)NCCc2ccccc2)cc1,-11%
CC1=C(C(=O)OC(C)C)C(c2ccc(F)cc2)C(C(=O)OC(C)C)=C(C)N1,3%
COCCNC(=O)c1csc2c1CCCC2,-6%
Cc1ccc2nc(-c3ccc([N+](=O)[O-])cc3)cn2c1,2%
CCOC(=O)c1c(-c2ccc(C)o2)csc1NC(=O)CN1CCOCC1,-22%
COc1ccc(CCNC(=O)c2cc(-c3cc(Cl)cc(Cl)c3)oc2C)cc1,1%
O=C(O)COc1ccc(N2C(=O)c3c(Cl)c(Cl)c(Cl)c(Cl)c3C2=O)cc1,2%

Arranged by molar mass (smallest number first): 17 of the compounds above
SMILES,EphA4 KYL inhibition
C=C(Br)Cn1c(C)nc2ccccc21,0%
Cc1ccc2nc(-c3ccc([N+](=O)[O-])cc3)cn2c1,2%
Cc1coc2cc3oc(=O)c4c(c3cc12)CCCC4,-6%
COc1ccccc1-c1noc(-c2cccs2)n1,-14%
CCCCCCNCCn1cnc2c(N)ncnc21,-10%
c1ccc(N2CCN(Cc3cn4cccnc4n3)CC2)cc1,-1%
CCOc1ccccc1OCCCOc1ccccc1OCC,-10%
Nc1c(C(=O)NCc2ccco2)nnn1CC(=O)Nc1ccccc1,-1%
COC(=O)C(NC(=O)c1ccccc1)(Nc1nccs1)C(F)(F)F (stereo not drawn),-1%
O=C(O)CCc1nn2c3ccccc3nc2n(CCN2CCCCC2)c1=O,-8%
CCOC(=O)c1c(-c2ccc(C)o2)csc1NC(=O)CN1CCOCC1,-22%
C=CCN1C(=O)/C(=C\c2cc(C)n(-c3ccc([N+](=O)[O-])cc3)c2C)SC1=S,0%
OC(COCC1COc2ccccc2O1)CN1CCN(c2ccccc2F)CC1 (stereo not drawn),-11%
Cn1c(=O)c2ncn(CC(=O)Nc3cccc(-c4nc5ccccc5s4)c3)c2n(C)c1=O,5%
CCCCNC(=O)C1CCN(S(=O)(=O)c2c(C)noc2/C=C\c2ccc(OC)cc2)CC1,0%
CCn1c(SCC(=O)Nc2ccccc2)nnc1-c1ccc(S(=O)(=O)N2CCOCC2)cc1,-5%
Cc1cccc(C2OC3(C(=O)c4ccccc4C3=O)C3C(=O)N(c4ccccc4Br)C(=O)C23)c1 (stereo not drawn),-11%

Further entries follow:
SMILES,EphA4 KYL inhibition
CC(=O)N1CCN(Cc2nc3cc(NC(=O)c4ccc(Cl)cc4)ccc3n2C)CC1,-10%
CCOc1cc2[nH]c(=S)n(CCN3CCCCC3CC)c(=O)c2cc1OCC (stereo not drawn),-3%
CCc1ccccc1NC(=O)[C@H]1CC=CC[C@H]1C(=O)O,-18%
O=S1(=O)C=C(SCCN2CCCCC2)c2ccccc21,-8%
COc1ccc(C2NCCC3(O)CCCCC23)c(OC)c1OC (stereo not drawn),-14%
Cc1occc1C(=O)N1N=C(C2CC2)CC1(O)C(F)(F)F (stereo not drawn),-15%
COc1ccc(CC(=O)N2CCNC2=O)cc1,0%
COC(=O)c1ccc(C2C(C(C)=O)=C(O)C(=O)N2CCO)cc1 (stereo not drawn),-2%
Cc1cccc(C)c1NC(=O)C(=O)NCCOc1ccc(Cl)cc1,-6%
CN(Cc1ccccc1)C(=O)N[C@@H](Cc1ccccc1)C(=O)O,-6%
Clc1ccc(Cc2nc(-c3cccnc3)no2)cc1,-29%
CCN(CCCCN1C(=O)c2ccccc2C1=O)c1ccc2c(c1)C(=O)N(C)C2=O,3%
Cc1ccc2c(c1)-c1cc(C)nn1C(c1sccc1C)N2 (stereo not drawn),6%
CC1(CC(=O)O)SC(=O)NC1=O (stereo not drawn),-7%
Cn1cccc1Cc1nnc(SCC(=O)N2CCCCCC2)n1CCc1ccccc1,9%
Cc1ccc2c(c1)sc1nc(=O)n(-c3ccc(Cl)c(Cl)c3)c(=O)n12,-3%
CCN(Cc1ccccc1)C(=O)CCCOc1ccccc1,-8%
CCCCCSc1nnc2c(n1)OC(c1cccn1C)N(C(C)=O)c1ccccc1-2 (stereo not drawn),-1%
COc1ccc(/C=C(/C(=O)Nc2ccccc2C(=O)NC(C)C)c2ccccc2)cc1,-9%
CCCCCn1c(NCc2ccco2)nc2ccccc21,-20%

More compounds.
structure	EphA4 KYL inhibition
CN1CCN(C(=O)c2c(NC(=O)c3ccco3)sc3c2CCC(C(C)(C)C)C3)CC1 (stereo not drawn)	11%
CN(Cc1ccccc1)S(=O)(=O)c1ccc(OCC(=O)N2CCOCC2)cc1	-8%
N#Cc1c(N)n(CCOC(=O)c2cccc([N+](=O)[O-])c2)c2nc3ccccc3nc12	-14%
Cc1ccc(OCCNS(=O)(=O)c2cccs2)cc1	3%
COCCCn1c(SCC(=O)Nc2ccc(C(=O)OC)cc2)nc2ccccc2c1=O	9%
COc1ccc(-c2cn3cc(Cl)ccc3n2)cc1Br	-5%
Cn1nc(C(F)(F)F)c(C(=O)Nc2ccc(F)cc2F)c1Sc1ccc(C(F)(F)F)cc1	-23%
CCOCCn1c(CN2CCC(Cc3ccccc3)CC2)nc2c1c(=O)n(C)c(=O)n2C	-24%
O=C(N1CCOCC1)N1CCN(c2ccccc2)CC1	-2%&-12%
Cc1cc2oc(=O)cc(CN3CCN(Cc4ccccc4)CC3)c2cc1Cl	-5%
CCCCN(CC)C(=O)c1cc2cc3ccc(OC)cc3nc2o1	-6%
O=C(Cn1nnc(-c2ccc(CN3CCOCC3)cc2)n1)N1CCCc2ccccc21	0%
COC(=O)c1c(NC(=O)c2ccccc2)sc2c1CC(C)(C)OC2	-5%
CCCCOC(=O)C(C)Oc1ccc(=O)n(-c2ccccc2)n1 (stereo not drawn)	11%
CCOC(=O)c1c(C)oc2c1c(C=NCC1CCCO1)c(O)c1ccccc12 (stereo not drawn)	-6%
COc1cc(C)nc(Oc2ccc(=O)[nH]n2)n1	-7%
COCC(C)NCc1cccc([N+](=O)[O-])c1 (stereo not drawn)	-11%
O=C1CC(c2ccccc2)CCc2sccc2N1 (stereo not drawn)	6%
CCCc1noc(-c2ccc(-c3ccccc3)cc2)n1	6%
Cc1ccc(C)c(NC2=C(Cl)C(=O)OC2OC(=O)c2ccco2)c1 (stereo not drawn)	-4%
Cc1ccc(C)c(NC(=O)C2C(c3ccccc3)C2(Cl)Cl)c1 (stereo not drawn)	-12%
Cc1ccc2cc(CN(CCN3CCOCC3)Cc3nnnn3Cc3ccco3)c(=O)[nH]c2c1C	-8%
CC1(c2ccccc2)NC(=O)N(CC(=O)NCCC2=CCCCC2)C1=O (stereo not drawn)	8%
Cc1ccccc1C(=O)Nc1cccc(Oc2ccc3c(c2)C(=O)N(c2ccccc2)C3=O)c1	13%
O=C(NCc1ccc2c(c1)OCO2)c1cccc(I)c1	-13%
Clc1ccc(Nc2ncnc3ccc(Br)cc23)cc1	8%
COc1ccc(-c2nc(-c3cccc(C)c3)nc(Cl)c2C#N)cc1	-14%
NC(=O)c1ccccc1OCC(=O)O	-3%
COCCOC(=O)C1=C(C)NC2=C(C(=O)CCC2)C1c1cc2c(cc1Br)OCO2 (stereo not drawn)	1%
Cc1nnc(NC(=O)Cc2cccs2)s1	6%
COc1cc2c(cc1OC)C(C(=O)NCc1cccnc1)C(c1cccnc1)N(C)C2=O (stereo not drawn)	-21%
Cc1nc(CN2CCCC2=NC#N)n(-c2ccccc2)n1	3%
CCOc1cc(/C=C2/SC(=S)N(CC)C2=O)ccc1OCc1ccccc1Cl	5%
Nc1c(N2CCCC2)cc(Cl)c2nonc12	-1%
Cc1ccc(-c2nc3cnccn3c2Nc2ccccc2)o1	2%
COc1cccc(C(=O)CSc2nnc(-c3cc(OC)cc(OC)c3)o2)c1	-10%
CN(C)CCC(=O)NCC1OCCc2ccccc21 (stereo not drawn)	-1%
C/C(=N\NC(=O)Cc1ccc(Cl)cc1)c1ccccn1	0%
CCCn1c(Sc2nnnn2-c2ccccc2)n[nH]c1=O	-6%
Cn1c(=O)[nH]c(=O)c2[nH]c(N(Cc3ccccc3)Cc3ccccc3)nc21	-26%
CCOC(=O)c1c(C)[nH]c(/C(C)=N/O)c1C	4%
O=[N+]([O-])c1ccc(Nc2nc(N/N=C\c3ccc4c(c3)OCO4)nc(N3CCCCC3)n2)cc1	-3%
COc1ccc(NC(C)=O)cc1NC(C)C(=O)Nc1cccc2ccccc12 (stereo not drawn)	-8%
CC(C)(C)n1nnnc1C(c1cccs1)N(Cc1cccnc1)CC1CCCO1 (stereo not drawn)	-12%
Cc1ccc(C)c(NC(=O)CCC(=O)OC(C(=O)c2ccccc2)c2ccccc2)c1 (stereo not drawn)	7%

This is a subset; the hit share may differ from the screen's.
